Screens as filed in PubChem BioAssay.
sEH inhibitor – soluble epoxide hydrolase inhibitors, primary screen, biochemical, human sEH; Bifunctional epoxide hydrolase 2 (Homo sapiens), P34913; recombinant human sEH enzymatic activity assay; inhibition, % at 2 µM; actives 0.34% (n = 91,000); in the data active means inhibition above about 80%; further: values of inactives mirror those of a sister screen read the other way; many of its hits are not listed in these tables
S1P2 agonist – S1P2 receptor agonists, primary screen, cell-based; activation, % at 4.5 µM; Sphingosine 1-phosphate receptor 2 (Homo sapiens), O95136; actives 0.46% (n = 97,000); S1P2-expressing cell line, agonist reporter read-out; AID 729, 2007; in the data active means activation above about 16%;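 further: 0% = vehicle low control and 100% = maximal reference agonist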
sEH act – soluble epoxide hydrolase activators, primary screen, biochemical, human sEH. actives 0.04% (n = 91,000). activation, % at 2 µM. purified human sEH enzymatic activity, activator screen. Bifunctional epoxide hydrolase 2 (Homo sapiens), P34913; in the data active means activation above about 37%; further: values of inactives mirror those of a sister screen read the other way
Lung fibro prol – antiproliferative effect on LL 47 fibroblasts – human, LL 47 cells, CellTiter-Glo luminescence, primary screen; viability, % at 10 µM; actives 1.1% (n = 85,000); LL 47 human lung fibroblast viability, ATP luminescence; hits give low values; AID 719, 2007;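 active means viability at or below 50% in the single dose screen; inactive means viability above 50%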;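 further: compound exposure lasted 72 h before the ATP readout; 100% = median luminescence of untreated cell-only wells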
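Test system: LL 47 human lung fibroblasts / Quantity: 1,150 cells in each well / Medium: IMEM growth medium with 15% fetal bovine serum / Incubation: 72 h compound exposure at 37 °C after overnight plating / Detection: CellTiter-Glo luminescence measuring cellular ATP / Read-out: % viability versus median cells-only luminescence / Benchmarks: cell-only wells, no compound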
PostGolgi ctrl – growth inhibition of yeast control strain, primary screen, counter-screen for post-Golgi transport modulator project. efflux-deficient yeast background strain, growth absorbance A615, 16 h. inhibition, % at 10 µM. actives 5% (n = 98,000). AID 738, 2007; in the data active means inhibition above about 30%
S1P2 antag – human S1P2 receptor antagonists, primary screen, cell-based | Sphingosine 1-phosphate receptor 2 (Homo sapiens), O95136 | cell-based S1P2 antagonist assay, inhibition at 5 uM | inhibition, % at 5 µM | actives 0.21% (n = 97,000) | AID 736, 2007; in the data active means inhibition above about 45%;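 further: CRE beta-lactamase reporter cells expressing human S1P2 stimulated with S1P; 0% = agonist at EC80 alone and 100% = agonist plus reference antagonist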
HUVEC prolif 384 – inhibitors of HUVEC proliferation, primary screen, cell-based, 384-well; CellTiter-Glo luminescence, 72 h; hits give low values; viability, % at 10 µM (by protocol); actives 1.1% (n = 86,000); AID 648, 2007;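 active means viability at or below 30%; inactive means viability above 30%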;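 further: 100% = median luminescence of DMSO-only cell control wells on each plate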
H69AR growth 86K – proliferation blockers of H69AR lung cancer cells, primary screen, cell-based, human, 86K library; actives 6% (n = 85,000); H69AR lung tumor viability, ATP luminescence, 72 h; hits give low values; viability, % at 10 µM;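 active means viability at or below 40%; inactive means viability above 40%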;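 further: multidrug resistant small cell line overexpressing MRP-1 efflux transporter; 100% = mean luminescence of untreated control wells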
PTPN22 act – LYP phosphatase activators, primary screen, biochemical, DiFMUP fluorescence, 2 µM; AID 697, 2007; recombinant LYP; 0 = plate median, 100 = signal doubled; Tyrosine-protein phosphatase non-receptor type 22 (Homo sapiens), Q9Y2R2; activation, % at 2 µM; actives 0.11% (n = 96,000);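 active means activation at 2 µM above a set limit, the mean plus 5 SD, cut at about 37% in these data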
Target sequence (Q9Y2R2 whole entry, looked up): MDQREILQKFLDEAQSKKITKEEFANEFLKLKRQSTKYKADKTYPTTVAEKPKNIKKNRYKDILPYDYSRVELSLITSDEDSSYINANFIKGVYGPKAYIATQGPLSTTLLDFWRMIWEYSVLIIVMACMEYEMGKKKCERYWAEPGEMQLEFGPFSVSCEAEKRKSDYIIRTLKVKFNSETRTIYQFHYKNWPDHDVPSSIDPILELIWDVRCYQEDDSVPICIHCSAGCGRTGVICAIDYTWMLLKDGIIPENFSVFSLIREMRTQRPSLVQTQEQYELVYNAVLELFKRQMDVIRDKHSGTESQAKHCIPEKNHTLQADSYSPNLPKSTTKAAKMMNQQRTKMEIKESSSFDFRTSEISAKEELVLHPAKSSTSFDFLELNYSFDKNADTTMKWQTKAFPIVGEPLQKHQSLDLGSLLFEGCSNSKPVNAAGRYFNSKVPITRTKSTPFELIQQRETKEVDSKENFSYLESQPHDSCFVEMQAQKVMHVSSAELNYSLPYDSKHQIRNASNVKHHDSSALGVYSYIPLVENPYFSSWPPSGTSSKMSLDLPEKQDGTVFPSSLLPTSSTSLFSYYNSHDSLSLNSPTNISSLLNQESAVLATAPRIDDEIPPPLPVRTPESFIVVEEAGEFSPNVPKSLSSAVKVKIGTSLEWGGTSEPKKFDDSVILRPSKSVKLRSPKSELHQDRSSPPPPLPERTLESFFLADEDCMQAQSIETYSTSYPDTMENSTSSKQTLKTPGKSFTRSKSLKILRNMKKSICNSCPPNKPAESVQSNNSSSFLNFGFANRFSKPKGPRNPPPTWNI
The depositor's hits bear a star; . = not tested or not shown. This is a subset (hit frequency here may not be typical).

A first look, 17 compounds:
mol	sEH inhibitor	S1P2 agonist	sEH act	Lung fibro prol	PostGolgi ctrl	S1P2 antag	HUVEC prolif 384	H69AR growth 86K	PTPN22 act
CCN(CC)CCN1C(=O)C(O)=C(C(=O)c2cccs2)C1c1ccc(C)o1 (configuration not stated)	11	-5	-7	112	18	-1	104	99	10
Cc1ccc(-n2ncc(C(=O)O)c2C2CCN(C(=O)OC(C)(C)C)CC2)cc1	-4	-4	6	97	3	15	102	89	0
COc1ccc([N+](=O)[O-])cc1C1NN=C(c2cccc3ccccc23)S1 (configuration not stated)	14	-2	-12	90	0	1	82	27*	-8
COc1ccccc1OCCCn1c(C)c(C#N)c2ccccc21	-2	-2	-1	100	30	8	58	73	7
Cc1cc(C)nc(SCC(=O)O)n1	.	.	.	102	-4	.	81	97	.
c1ccc(Cn2nnc3c(N4CCOCC4)ncnc32)cc1	1	-2	-1	.	6	-14	.	.	3
CCOC(=O)c1oc2cccc(O)c2c1CN(Cc1ccccc1)C(C)=O	-14	-5	12	.	23	4	.	.	4
CCOC(=O)C1=NN(c2cccc(C)c2)C2(S1)SC(C(C)=O)=C(C)N2c1ccccc1 (configuration not stated)	-8	1	10	96	20	-29	82	72	7
Cc1ccc(C(=O)NCCOC23CC4CC(CC(C4)C2)C3)cc1	8	-3	-6	.	13	12	.	.	8
O=C(CN(C(=O)CSc1nc2ccccc2o1)c1cccc(F)c1)NC1CCCCC1	41	-5	-39	.	7	11	.	.	-10
CCOC(=O)C1CCCN(CCC(=O)Nc2cccc(F)c2)C1 (configuration not stated)	7	-3	-6	98	0	16	99	95	1
CCC1Oc2ccccc2N(Cc2ccccc2C)C1=O (configuration not stated)	-10	2	10	98	14	-23	109	99	-3
COc1cc2cc3c(N)c(C(=O)Nc4sc(C)c(C)c4C#N)sc3nc2cc1OC	2	-5	-4	.	11	24	.	.	13
Cc1ccc(Cn2nnc3c(=O)[nH]c(C4CCN(S(=O)(=O)c5ccc(C)cc5)CC4)nc32)cc1	-11	-4	13	99	8	-22	67	77	-10
O=C(NC(Cc1c[nH]c2ccccc12)c1nnc2n1CCCCC2)c1ccccc1 (configuration not stated)	-6	-8	6	103	1	-10	93	101	-13
Cc1cc(C)cc(COn2ccnc2)c1	7	-4	-6	100	12	-12	106	103	4
COC(=O)C1=C(N)OC2=C(C(=O)CC(C)(C)C2)C1c1cccs1 (configuration not stated)	.	.	.	106	6	.	104	84	.

This part in full, from the start:
mol	sEH inhibitor	S1P2 agonist	sEH act	Lung fibro prol	PostGolgi ctrl	S1P2 antag	HUVEC prolif 384	H69AR growth 86K	PTPN22 act
CCN(CC)CCN1C(=O)C(O)=C(C(=O)c2cccs2)C1c1ccc(C)o1 (configuration not stated)	11	-5	-7	112	18	-1	104	99	10
Cc1ccc(-n2ncc(C(=O)O)c2C2CCN(C(=O)OC(C)(C)C)CC2)cc1	-4	-4	6	97	3	15	102	89	0
COc1ccc([N+](=O)[O-])cc1C1NN=C(c2cccc3ccccc23)S1 (configuration not stated)	14	-2	-12	90	0	1	82	27*	-8
COc1ccccc1OCCCn1c(C)c(C#N)c2ccccc21	-2	-2	-1	100	30	8	58	73	7
Cc1cc(C)nc(SCC(=O)O)n1	.	.	.	102	-4	.	81	97	.
c1ccc(Cn2nnc3c(N4CCOCC4)ncnc32)cc1	1	-2	-1	.	6	-14	.	.	3
CCOC(=O)c1oc2cccc(O)c2c1CN(Cc1ccccc1)C(C)=O	-14	-5	12	.	23	4	.	.	4
CCOC(=O)C1=NN(c2cccc(C)c2)C2(S1)SC(C(C)=O)=C(C)N2c1ccccc1 (configuration not stated)	-8	1	10	96	20	-29	82	72	7
Cc1ccc(C(=O)NCCOC23CC4CC(CC(C4)C2)C3)cc1	8	-3	-6	.	13	12	.	.	8
O=C(CN(C(=O)CSc1nc2ccccc2o1)c1cccc(F)c1)NC1CCCCC1	41	-5	-39	.	7	11	.	.	-10
CCOC(=O)C1CCCN(CCC(=O)Nc2cccc(F)c2)C1 (configuration not stated)	7	-3	-6	98	0	16	99	95	1
CCC1Oc2ccccc2N(Cc2ccccc2C)C1=O (configuration not stated)	-10	2	10	98	14	-23	109	99	-3
COc1cc2cc3c(N)c(C(=O)Nc4sc(C)c(C)c4C#N)sc3nc2cc1OC	2	-5	-4	.	11	24	.	.	13
Cc1ccc(Cn2nnc3c(=O)[nH]c(C4CCN(S(=O)(=O)c5ccc(C)cc5)CC4)nc32)cc1	-11	-4	13	99	8	-22	67	77	-10
O=C(NC(Cc1c[nH]c2ccccc12)c1nnc2n1CCCCC2)c1ccccc1 (configuration not stated)	-6	-8	6	103	1	-10	93	101	-13
Cc1cc(C)cc(COn2ccnc2)c1	7	-4	-6	100	12	-12	106	103	4
COC(=O)C1=C(N)OC2=C(C(=O)CC(C)(C)C2)C1c1cccs1 (configuration not stated)	.	.	.	106	6	.	104	84	.
O=C(NC(=S)N1CCCc2ccccc21)c1ccc([N+](=O)[O-])cc1	-2	-12	6	.	4	9	.	.	-3
O=C(NCc1ccc(C(F)(F)F)cc1)C12CN(Cc3ccccc3)CC1C(c1cccc([N+](=O)[O-])c1)=NO2 (configuration not stated)	-1	-7	-2	.	5	-4	.	.	-5
Cc1[nH]c(C)c(C(=O)O)c1CNC1CCCCC1C (configuration not stated)	.	.	.	99	10	.	108	107	.
Cc1ccc(-c2nc3ccccc3[nH]2)s1	.	-2	.	69	-2	10	75	65	1
O=S(=O)(NC1CCCCCCC1)c1cccs1	-32	-2	31	98	9	-21	79	88	-7
O=C1CN=C(Nc2ccccc2)N1Cc1cccs1	-16	-5	17	103	5	2	101	104	0
Cc1cccc(NS(=O)(=O)c2ccc(Oc3ccccc3)cc2)n1	-6	-7	12	104	7	-14	103	89	1
O=C(CSc1nc2ccccc2n1S(=O)(=O)c1ccccc1)N1CCCCC1	-4	-7	4	.	10	5	.	.	-8
CC1(C)Cc2c(sc3c2c(=N)n(Cc2ccco2)c(=O)n3Cc2ccccc2)CO1	16	-2	-16	94	13	-21	96	59	-6
CC(O)/C=C/c1ccc2ccccc2n1 (configuration not stated)	.	.	.	71	1	.	70	23*	.
CN1CCN(C(=O)CN(Cc2ccc(Cl)cc2)S(C)(=O)=O)CC1	-3	-7	7	102	-1	-4	104	82	-5
Clc1ccc(OCCOCCN2CCCCC2)c(Br)c1	-4	-3	2	.	26	5	.	.	18
COC(=O)C(C)Oc1ccc(-c2nccc(-c3cccs3)n2)cc1 (configuration not stated)	-2	-6	5	.	12	-8	.	.	-7

Reformatted with two lines to a compound: entries from further up
Value order – sEH inhibitor | S1P2 agonist | sEH act | Lung fibro prol | PostGolgi ctrl | S1P2 antag | HUVEC prolif 384 | H69AR growth 86K | PTPN22 act
Cc1cccc(NS(=O)(=O)c2ccc(Oc3ccccc3)cc2)n1
    -6 | -7 | 12 | 104 | 7 | -14 | 103 | 89 | 1
O=C1CN=C(Nc2ccccc2)N1Cc1cccs1
    -16 | -5 | 17 | 103 | 5 | 2 | 101 | 104 | 0

Further records follow:
mol	sEH inhibitor	S1P2 agonist	sEH act	Lung fibro prol	PostGolgi ctrl	S1P2 antag	HUVEC prolif 384	H69AR growth 86K	PTPN22 act
Cc1ccc(N(CN2C(=O)NC(C)(C)C2=O)CN2C(=O)NC(C)(C)C2=O)cc1	.	.	.	100	4	.	84	90	.
O=C(NC1CCCCC1)c1ccccc1NC(=O)C1CC(=O)N(c2ccccc2)C1 (configuration not stated)	-5	-5	5	92	.	7	95	75	-7
CSc1ccn(CCC(=O)O)c(=O)n1	-2	-9	0	93	26	17	95	73	-4
CN(c1ccc(C(=O)Nc2nccs2)cc1)S(=O)(=O)c1ccccc1	13	-6	-10	100	24	10	107	92	-13
CCC(CC)COC(=O)C(C#N)c1nc2ccccc2nc1N1CCN(CC)CC1 (configuration not stated)	-9	-8	7	97	21	42	3.2*	79	-4
CCCCC(CC)CNC(=O)CCS(=O)(=O)c1cccc2nonc12 (configuration not stated)	.	.	.	101	3	.	89	92	.
O=C(NC1CC1)C1CCN(c2ccc(S(=O)(=O)N3CCOCC3)cc2)CC1	-7	-2	9	88	3	21	85	58	-11
CC(O)c1nc2ccccc2n1Cc1nnc(-c2ccc(Cl)cc2)o1 (configuration not stated)	.	-7	.	.	6	9	89	98	-5
CCOc1ccc2[nH]c(C)c(CN3CCOCC3)c(=O)c2c1	-7	-1	7	100	-2	22	99	96	-8
CCc1nc2ccccc2c(=O)n1NC(=O)c1c(O)c2cccc3c2n(c1=O)CCC3	8	-4	-9	95	16	11	95	26*	-3
COc1ccc(/C=C2/C(=O)ON=C2c2ccccc2)cc1OC	-2	-9	6	.	29	8	.	.	2
COc1ccccc1S(=O)(=O)Cc1ccc(C(=O)N2CCOCC2)o1	-9	-8	9	99	5	10	107	99	-8
CC1CC(C)CN(S(=O)(=O)c2cccc3cccnc23)C1 (configuration not stated)	1	.	4	94	25	.	105	93	-3
Cc1nn(C)c(C)c1S(=O)(=O)N1CCCC(C(=O)N2CCN(c3ccccc3)CC2)C1 (configuration not stated)	8	-2	-10	93	2	4	99	86	7
CCOc1ccc2oc(-c3ccccc3)c(C(=O)O)c2c1	1	-6	-1	99	-2	2	90	96	-1
COc1ccc(-c2cc(C(=O)NCCCn3ccnc3)no2)cc1OC	7	-7	-10	107	-1	7	80	97	-4
O=S(=O)(c1cc(-c2nnc(-c3ccc(Br)cc3)o2)ccc1Br)N1CCCCCC1	-3	-1	6	94	.	8	77	29*	-13
O=C(Nc1nc(-c2ccc(-c3ccccc3)cc2)cs1)C1CCCO1 (configuration not stated)	13	-2	-11	100	3	-20	78	88	-2
CCOc1ccc(CNC(=O)C2CCC(=O)N2C2CCCC2)cc1OC (configuration not stated)	0	-3	0	107	13	-5	103	97	0
Cc1ccc(NC(=O)N(Cc2ccc3c(c2)OCO3)Cc2cc3cc4c(cc3[nH]c2=O)OCCO4)cc1	-2	2	2	89	56*	-19	81	85	-9
CCn1c(SCC(=O)N2CCc3ccccc32)nnc1-c1c[nH]c2ccccc12	3	-5	-5	95	11	20	63	61	-8
CC(=O)N1CCC(=NNS(=O)(=O)c2ccc(C)c([N+](=O)[O-])c2)CC1	-13	-5	15	.	2	5	.	.	2
